# Source: PubChem (Southern Research Specialized Biocontainment Screening Center)
# H37Rv inhibition – M. tuberculosis growth inhibition, HTS (AID 449762). 330,000 tested, 0.59% active. M. tuberculosis H37Rv growth inhibition, 7H9 media; higher % means a stronger effect. one-dose inhibition, % at 25 µM; IC50 in µM for titrated hits; in the data active = a potency from the dose series; inconclusive = inhibition above about 70% without an active follow-up result;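 also: bacterial growth assessed after seven days of incubation; strong numbers were not always called active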
# inhibitors of VEEV – inhibitors of VEEV TC-83 cytopathic effect, confirmation, Vero cells (AID 588727). 350,000 tested, 0.13% active. Vero cells, VEEV TC-83 cytopathic effect inhibition; higher % means a stronger effect. inhibition, % at 20 µM; hits with a dose series show IC50 in µM; in the data active = a potency from the dose series; inconclusive = inhibition mostly from about 14% at the one dose, without a potency; inactive = the rest, 99 in 100 with inhibition below about 12%; also: strong numbers were not always called active
# influenza NS1A – H1N1 influenza NS1A inhibitors, functional cell based assay (AID 504329). NS1A functional cell-based assay, percent inhibition; higher % means a stronger effect. one-dose inhibition, % at 12.5 µM; IC50 in µM for titrated hits. 340,000 tested, 0.3% active; in the data active = a potency from the dose series; inconclusive = inhibition above about 27% without an active follow-up result; also: strong numbers were not always called active
# M. tuberculosis – growth inhibition of non-replicating M. tuberculosis (AID 488890). 320,000 tested, 0.39% active. Mycobacterium tuberculosis non-replicating, growth inhibition; higher % means a stronger effect. one-dose inhibition, % at 25 µM; IC50 in µM for titrated hits; in the data active = a potency from the dose series; inconclusive = inhibition mostly from about 82% at the one dose, without a potency; inactive = the rest, 99 in 100 with inhibition below about 76%;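 also: plate controls were DMSO cells for no effect and high antibiotic wells for full effect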
# Salmonella PhoP GFP – PhoP regulon inhibitors, Salmonella typhi PhoP promoter GFP reporter, confirmatory (AID 1850). 310,000 tested, 0.33% active. one-dose inhibition, % at 50 µM; IC50 in µM for titrated hits. Salmonella Typhi PhoP-promoter GFP reporter, fluorescence, 4 h; higher % means a stronger effect; in the data active = a potency from the dose series; inconclusive = inhibition mostly from about 25% at the one dose, without a potency; inactive = the rest, 99 in 100 with inhibition below about 19%;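 also: 0% = induced wells with vehicle and 100% = uninduced wells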
# inhibitors of VEEV 10K pilot screen – also measured in inhibitors of VEEV; calls as there; inhibition, %; measured here: 10K pilot screen inhibition
# Numbers without * were called inactive; i = inactive; ? = inconclusive; / = no result given.
SMILES,H37Rv inhibition,inhibitors of VEEV,influenza NS1A,M. tuberculosis,Salmonella PhoP GFP,others
Cc1cccc(Nc2ccc(C(=O)O)cc2[N+](=O)[O-])c1C,3%,0.3%,4%,-4%,7%,
O=C1N/C(=N\N=C\c2cccs2)SC1Cc1ccc(Cl)cc1 (stereo not drawn),6%,0.7%,12%,17%,-6%,
Cc1ccc(-n2ccc(=O)c(-c3ccnc(SCc4cccc(Cl)c4)n3)n2)cc1,1%,2.1%,-9%,19%,1%,
Cc1n[nH]c(=O)nc1NCc1ccccc1Cl,-8%,2.4%,10%,4%,-5%,
CCC(=O)NCCc1cc2cc(C)c(C)cc2[nH]c1=O,4%,7.2%,-30%,11%,-4%,
N=C1c2ccccc2CN1NC(=O)c1ccco1,-1%,0.5%,2%,3%,/,
N#CCCN(Cc1ccccc1)S(=O)(=O)c1cccs1,-3%,i,-4%,-4%,-6%,
Cc1ccc(O)c(C(CC(=O)NC2CCCCC2)c2ccccc2)c1 (stereo not drawn),-1%,9.8%,/,-4%,4%,
CCOc1cc(/C=C/C(=O)O)ccc1OCCO,-1%,0.9%,-2%,-10%,5%,
Cc1nnc(SCCn2c(N3CCC(C)CC3)nc3c2c(=O)n(C)c(=O)n3C)s1,-3%,5.0%,8%,-2%,-1%,
CCN(CC)S(=O)(=O)c1cccc(C(=O)Nc2ccc(Cl)cn2)c1,1%,8.4%,17%,11%,1%,
COc1ccc2c(c1)[C@H]1[C@H](CO2)[C@H](c2ccccc2)[C@]2(C)C(=O)N(Cc3ccc(C)cc3)CC(=O)N12,2%,7.6%,9%,19%,/,
Cc1ccc2[nH]c(=O)c(CN(Cc3cccs3)Cc3nnnn3CC3CCCO3)cc2c1 (stereo not drawn),-8%,1.1%,9%,5%,-4%,
C=CCN(CC(=O)O)S(=O)(=O)c1ccccc1C(F)(F)F,-1%,1.3%,-1%,-7%,8%,
C[C@H](CO)N1C[C@H](C)[C@@H](CN(C)Cc2ccncc2)Oc2c(NS(=O)(=O)c3cccs3)cccc2C1=O,3%,0.9%,-15%,1%,/,
Nc1c(NC(=O)CC[n+]2ccccc2)cccc1[N+](=O)[O-],-6%,0.1%,-5%,1%,0%,
CCCC(=O)NCc1cc(-c2nn(C)c(=O)c3ccccc23)ccc1OC,-1%,2.3%,-13%,-8%,13%,
COc1ccccc1N1CCN(C(=O)C(OC(C)=O)c2ccccc2)CC1 (stereo not drawn),5%,2.2%,-4%,-29%,8%,
CCN(CC)C(=O)Oc1ccc2c(=O)c(-c3ccc(OC)cc3)coc2c1,28µM*,0.8%,-4%,47%,-6%,
COc1ccc(N2CC(C(=O)Nc3nnc(SCc4ccccn4)s3)CC2=O)cc1 (stereo not drawn),-10%,0.5%,18%,-3%,-22%,
CCOC(=O)/C(=C/c1ccc(OC)cc1)NC(=O)c1ccco1,2%,0.7%,-6%,7%,-6%,
COc1ccccc1CNC(=O)C(C)n1nc(C)n2c(cc3occc32)c1=O (stereo not drawn),8%,i,2%,-2%,10%,
Cc1ccccc1CCNCc1ccc(Br)cc1,-2%,i,6%,4%,-2%,
COc1ccc(N(C(=O)c2csnn2)C(C(=O)NC2CCCC2)c2ccccc2)cc1 (stereo not drawn),-8%,i,10%,1%,2%,
Cc1cc(-c2ccccc2C(=O)NCc2ccccc2)on1,0%,1.0%,-3%,0%,-3%,
COc1ccc(/C=C/C(=O)N(CC(C)C)CC(C)C)cc1Br,12%,i,-1%,39%,16%,
Cc1csc(NC(=O)c2cncc(Br)c2)n1,0%,5.4%,-1%,-12%,9%,
O=C(OCc1nc2ccsc2c(=O)[nH]1)c1cc(Br)c(Br)s1,?,0.8%,1%,70%,-9%,
CSc1nnc(N2C(=O)C(O)=C(C(=O)c3ccc(C)o3)C2c2ccc(C)cc2)s1 (stereo not drawn),5%,i,-4%,39%,0%,
CCCCn1c(N)c(N(CC)C(=O)CCNC(=O)NC23CC4CC(CC(C4)C2)C3)c(=O)[nH]c1=O,-15%,7.6%,-4%,14%,-7%,
COc1ccc(C)cc1NC(=O)CN1C(=O)COc2ccc(S(=O)(=O)N3CCCCC3)cc21,0%,2.2%,7%,13%,0%,
COc1ccc(CNC(=O)CSc2nc3cccnc3s2)cc1,0%,2.8%,-19%,77%,-1%,
O=C(c1cccc(C(=O)N(c2ccccn2)C2CCCCC2)c1)N(c1ccccn1)C1CCCCC1,-3%,i,2%,0%,-2%,
Cc1ccc(S(=O)(=O)N2CCN(C(=O)CCc3c[nH]c4ccccc34)CC2)cc1,-4%,2.1%,-20%,13%,/,
CCCCC(O)(CCCC)C(=O)N/N=C(\C)c1ccc(Cl)cc1,-2%,i,10%,18%,4%,
CCc1nn(CCCC(=O)N2CCN(c3cccc(C)c3C)CC2)c(=O)c2cc3occc3n12,4%,11%,9%,34%,-5%,
COc1ccc(Br)cc1CN1CCCCCC1,-6%,i,-10%,-3%,7%,
COc1ccc(CNC2CCSc3ccccc32)cc1OC (stereo not drawn),-6%,i,-20%,-10%,1%,
Cc1ccc(NC2Nc3cc(C)nn3S2)c(C)c1 (stereo not drawn),-2%,1.4%,6%,?,13%,
COC(=O)c1cnn(-c2ccccc2)c1C(OC)OC,4%,0.3%,-5%,-3%,-3%,
O=C(CCC(=O)N1CCSc2ccccc21)NC1CCCCC1,5%,i,-3%,-8%,6%,
COc1ccc(C(=O)Cc2ccc(OC)c(OC)c2)cc1,4%,1.7%,-4%,30%,-11%,
COc1ccc2nc3oc(C(=O)NCCCOC(C)C)cc3cc2c1,3%,2.2%,-7%,12%,-10%,
CCN(CC)CCN1C(=O)C(=O)/C(=C(/O)c2c(C)[nH]c(C(=O)OC)c2C)C1c1ccco1 (stereo not drawn),-8%,i,-1%,-4%,-6%,
Nn1c(SCc2nc3ccccc3[nH]2)nnc1-c1cccnc1,-5%,2.5%,-8%,-2%,11%,
Cc1cc(C=C2C(=O)NC(=S)NC2=O)c(C)n1C1CCCC1,11µM*,1.4%,-3%,3.9µM*,5%,
CC(C)C(=O)N1CCC(CN=Cc2c(O)n(C3CCCCC3)c(=O)n(C3CCCCC3)c2=O)CC1,/,2.1%,9%,/,/,
COc1ccc(OC)c(NC(=O)c2cc(OC(C)=O)cc(C(=O)Nc3cc(OC)ccc3OC)c2)c1,5%,8.8%,-9%,-2%,-1%,

# 6 structures already listed, arranged by number of heavy atoms, lowest first:
SMILES,H37Rv inhibition,inhibitors of VEEV,influenza NS1A,M. tuberculosis,Salmonella PhoP GFP,others
Cc1ccc(NC2Nc3cc(C)nn3S2)c(C)c1 (stereo not drawn),-2%,1.4%,6%,?,13%,
COC(=O)c1cnn(-c2ccccc2)c1C(OC)OC,4%,0.3%,-5%,-3%,-3%,
COc1ccc(C(=O)Cc2ccc(OC)c(OC)c2)cc1,4%,1.7%,-4%,30%,-11%,
COc1ccc2nc3oc(C(=O)NCCCOC(C)C)cc3cc2c1,3%,2.2%,-7%,12%,-10%,
CCN(CC)CCN1C(=O)C(=O)/C(=C(/O)c2c(C)[nH]c(C(=O)OC)c2C)C1c1ccco1 (stereo not drawn),-8%,i,-1%,-4%,-6%,
CC(C)C(=O)N1CCC(CN=Cc2c(O)n(C3CCCCC3)c(=O)n(C3CCCCC3)c2=O)CC1,/,2.1%,9%,/,/,

# (list continues)
SMILES,H37Rv inhibition,inhibitors of VEEV,influenza NS1A,M. tuberculosis,Salmonella PhoP GFP,others
COc1cc2[nH]c(=O)n(CCC(=O)N3CCN(c4cccc(C)c4C)CC3)c(=O)c2cc1OC,9%,7.6%,1%,6%,-6%,
Cc1cccc(C)c1NC(=O)COC(=O)CSc1nnc(N)s1,5%,0.6%,-1%,-1%,3%,
CC(=O)N1CCN(c2ccc(N)cc2)CC1,-14%,1.2%,-13%,5%,/,
O=C(c1ccccc1F)N(Cc1nc2ccccc2c(=O)[nH]1)C1CCCC1,6%,0.6%,-9%,18%,-16%,
Cc1ccc(S(=O)(=O)c2nc(S(C)(=O)=O)sc2N2CCCC2)cc1,-3%,i,-2%,-9%,0%,
Cc1ccccc1N1C(=O)C2ON(c3ccccc3)C(c3cccnc3)C2C1=O (stereo not drawn),-3%,2.4%,-4%,2%,1%,
CC(c1ccco1)N(C(=O)c1cc(Cl)cc(Cl)c1)c1ccccn1 (stereo not drawn),2%,4.5%,-11%,26%,5%,
CCOC(=O)CC(=O)Nc1nnc(C(C)C)s1,-9%,7.1%,-3%,3%,1%,
CCOc1ccc(OCC)c(NC(=O)CSc2nnnn2CC)c1,-8%,3.8%,0%,7%,0%,
CCOCCCNC(=S)N(Cc1ccccc1)Cc1nc2ccccc2c(=O)[nH]1,2%,0.1%,-6%,46%,-2%,
CCC(c1nnc(SCC(=O)NCCc2ccc(Cl)cc2Cl)o1)N(C)C (stereo not drawn),6%,3.5%,5%,?,20%,inhibitors of VEEV 10K pilot screen=0.4
CCN(CC)CCC(c1ccc(N(C)C)cc1)c1c(OC)cc(OC)c2ccc(=O)oc12 (stereo not drawn),-1%,0.1%,11%,7%,-32%,

# In the list so far, two contain a nitro group on carbon.
SMILES,H37Rv inhibition,inhibitors of VEEV,influenza NS1A,M. tuberculosis,Salmonella PhoP GFP,others
Cc1cccc(Nc2ccc(C(=O)O)cc2[N+](=O)[O-])c1C,3%,0.3%,4%,-4%,7%,
Nc1c(NC(=O)CC[n+]2ccccc2)cccc1[N+](=O)[O-],-6%,0.1%,-5%,1%,0%,

# (continued)
SMILES,H37Rv inhibition,inhibitors of VEEV,influenza NS1A,M. tuberculosis,Salmonella PhoP GFP,others
Cn1c(CNS(=O)(=O)c2ccc(Br)cc2)n[nH]c1=S,8%,i,2%,-1%,-7%,
CC(C)c1cccc(C(C)C)c1NC(=O)COC(=O)c1ccc2c(c1)S(=O)(=O)c1ccccc1C2=O,-12%,1.3%,10%,13%,10%,
Cc1ccc(C(=O)COC(=O)C2CC(=O)N(c3nc(-c4ccccc4)cs3)C2)cc1C (stereo not drawn),94%,i,3%,?,-7%,
COc1ccc(NC(=O)c2cccc(-n3c(C)ccc3C)c2)c(OC)c1,-5%,8.8%,5%,30%,0%,
O=C(COC(=O)Cc1ccc(Br)cc1)NC1CCCCCC1,-3%,i,-16%,54%,6%,
N#CC1=C(N)N(c2ccc(Oc3ccccc3)cc2)C(=O)C1,?,7.8%,-10%,-6%,6%,
O=c1oc(CCO)cc2ccc(-c3ccc4[nH]ccc4c3)cc12,-4%,3.2%,2%,-5%,/,
COC(=O)c1cc(S(=O)(=O)N2CCN(c3ccccc3F)CC2)c[nH]1,-2%,0.0%,-11%,14%,-1%,
O=C(N/C(=C/c1ccc(Cl)cc1)C(=O)N1CCCC1)c1ccccc1,-7%,2.3%,-9%,-4%,-7%,
CCOc1ccc(N2C(=O)CSC23CCCCC3)cc1,14%,i,4%,19%,-6%,
O=C(CN1C(=O)C2CC=CCC2C1=O)Nc1ccccc1N1CCCC1 (stereo not drawn),-7%,1.2%,0%,2%,2%,
CC(C)(C)S(=O)c1cccs1 (stereo not drawn),7%,1.1%,-4%,1%,-6%,
CC1(C)CC(=O)c2cnc(N3CCN(c4ccccc4)CC3)nc2C1,-4%,2.1%,-4%,-6%,2%,
Cc1ccc(CNC(=O)Nc2ccc3c(c2)N(C)C(=O)CS3)cc1,4%,0.5%,10%,27%,-10%,
CCN1CNC(=S)N(c2ccccc2OC)C1,5%,i,17%,-4%,-18%,
O=C1COc2ccc(S(=O)(=O)N3CCCCC3)cc2N1,6%,3.6%,5%,-1%,4%,
CCN1/C(=C/c2ccc3ccc(C)cc3[n+]2CC)Sc2ccccc21,?,/,/,?,-15%,
COc1cccc(C(CNC(=O)C2CCN(C(=O)Nc3ccccc3)CC2)N(C)C)c1 (stereo not drawn),-6%,1.1%,-13%,17%,/,
N#CCSc1ccccc1NC(=O)COC(=O)CCN1C(=O)C2CC=CCC2C1=O (stereo not drawn),2%,i,1%,-34%,/,
Brc1cc2c(cc1/C=N/Nc1nc3ccccc3s1)OCO2,?,4.0%,8%,2%,-2%,
CCCC1=Nc2cc(C(=O)N3CCCC3)ccc2Sc2ccc(C)cc21,-6%,1.6%,-1%,22%,-10%,
Cc1ccc(CNC(=O)Cn2cncn2)cc1,-7%,i,-3%,-3%,3%,
CCSCc1nnc(SCC(=O)Nc2cccc(SC)c2)n1C,97%,1.0%,3%,20%,-4%,
COC(=O)[C@H]1C[C@H]1[C@@H](NC(=O)c1ccc[nH]1)c1ccccc1,-3%,i,-15%,-10%,-12%,
Nc1c(C(=O)Nc2ccc3c(c2)OCCO3)nnn1Cc1ccc(F)cc1,-3%,1.2%,-4%,-8%,13%,
